Rv3671c inh = Rv3671c (M. tuberculosis) protease inhibition | inhibition, % at 5.96 µM | 320,000 tested, 0.048% active | AID 2606 | P9WHR9; in the data active = inhibition above about 38%;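 also: extracellular domain of Rv3671c used as enzyme; 0% = enzyme with DMSO and 100% = no enzyme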
Target sequence (P9WHR9 whole entry, looked up, the tested form may be a part): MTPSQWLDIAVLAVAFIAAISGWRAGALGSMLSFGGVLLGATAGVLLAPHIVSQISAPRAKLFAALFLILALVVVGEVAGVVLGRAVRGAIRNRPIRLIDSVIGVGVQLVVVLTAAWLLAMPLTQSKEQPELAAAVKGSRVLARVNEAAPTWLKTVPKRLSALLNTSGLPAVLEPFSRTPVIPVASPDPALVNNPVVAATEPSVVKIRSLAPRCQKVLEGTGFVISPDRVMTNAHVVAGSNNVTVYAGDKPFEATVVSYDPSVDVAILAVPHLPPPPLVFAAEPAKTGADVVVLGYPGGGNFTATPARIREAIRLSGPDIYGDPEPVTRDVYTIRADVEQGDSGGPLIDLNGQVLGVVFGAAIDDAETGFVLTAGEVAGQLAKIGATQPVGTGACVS
Y pestis TopoI = inhibitors of Yersinia pestis topoisomerase I; Y. pestis Topo-I cleavage product accumulation, plate reader; activity, % at 10 µM; 360,000 tested, 0.064% active; AID 504884; in the data active = activity above about 50%, passing the limit was not always enough; inconclusive = no clear call, values can overlap the other calls; also: inactives centre near 2
TcdB inh = inhibitors of Clostridioides difficile toxin B glycohydrolase; TcdB glycohydrolase enzymatic assay, plate reader; inhibition, % at 9.99 µM; 350,000 tested, 0.24% active; AID 652162; in the data active = inhibition above about 10%
VHR inh abs = DUSP3 (human) phosphatase inhibition. 290,000 tested, 0.52% active. inhibition, % at 13.3 µM. P51452. recombinant VHR phosphatase, pNPP absorbance. AID 1654; in the data active = inhibition above about 50%; also: some compounds called inactive have numbers as strong as hits
Target sequence (P51452 whole entry, looked up): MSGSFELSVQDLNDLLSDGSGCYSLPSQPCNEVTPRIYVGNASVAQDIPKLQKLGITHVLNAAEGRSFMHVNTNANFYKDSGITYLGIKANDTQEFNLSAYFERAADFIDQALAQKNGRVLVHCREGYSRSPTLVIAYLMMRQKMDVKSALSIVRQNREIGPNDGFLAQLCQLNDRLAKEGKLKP
PriA SSB inh = K. pneumoniae PriA-SSBct interaction inhibition; AlphaScreen SSBct-PriA binding, biotinylated peptide; inhibition, % at 33 µM; 430,000 tested, 0.6% active; AID 1272365; in the data active = inhibition mostly above about 37%, no sharp cut-off; inactive = mostly below about 20%;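 also: plate controls were negative control peptide for no effect and reference peptide for full effect; strong numbers were not always called active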
Anthrax LF prot = anthrax lethal factor protease inhibition; P15917; multiplex microsphere protease cleavage assay, LF; inhibition, % at 10 µM; 360,000 tested, 0.12% active; AID 588501; in the data active = inhibition above about 30%; inconclusive = no clear call, values can overlap the other calls; also: plate controls were buffer without enzyme for full effect and enzyme alone for no effect
SARS 3CLpro inh = SARS-CoV 3CLpro protease inhibition | AID 1706 | 290,000 tested, 0.14% active | recombinant SARS-CoV 3CLpro, quenched FRET peptide cleavage | P0C6X7 | inhibition, % at 6 µM; in the data active = inhibition above about 12%
Vc quorum ag = inducers of Vibrio cholerae quorum light production without autoinducers; V. cholerae BH1578 lux reporter, luminescence, 6 h; activation, % at 18.7 µM; AID 588436; 350,000 tested, 0.16% active; in the data active = activation mostly above about 9.7%, no sharp cut-off; inconclusive = no clear call, values can overlap the other calls; inactive = mostly below about 3.7%; also: not every result past the cut was called active; inactives centre near 0; reference of the scale not given here
PfHsp40 yeast = compounds rescuing yeast from Plasmodium falciparum HSP40 toxicity; growth rescue, % at 12.5 µM; AID 504582; S. cerevisiae expressing PfHsp40, growth rescue, ATP luminescence; 340,000 tested, 0.68% active; in the data active = growth rescue above about 28%, passing the limit was not always enough; inconclusive = no clear call, values can overlap the other calls;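 also: yeast W303a lacking pdr1 and pdr3 grown in galactose medium; growth measured after three days at 30 °C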
MazF activator = MazEF (E. coli) toxin RNase activation | P0AE70 | FAM/BHQ RNA-DNA oligo cleavage fluorescence, 5 h | activation, % at 20 µM | 350,000 tested, 0.32% active; in the data active = activation above about 50%
Target sequence (P0AE70 whole entry, looked up): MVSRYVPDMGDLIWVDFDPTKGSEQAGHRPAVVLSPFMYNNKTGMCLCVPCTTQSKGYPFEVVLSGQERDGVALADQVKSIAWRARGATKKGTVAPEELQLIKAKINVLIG
* hit, by the source's call; i = inactive; ? = inconclusive; . = not tested or not shown; & = joins results of further samples. An excerpt; the hit share may differ from the screen's.

nr | SMILES | SARS 3CLpro inh | Rv3671c inh | Vc quorum ag | Anthrax LF prot | VHR inh abs | PfHsp40 yeast | PriA SSB inh | MazF activator | TcdB inh | Y pestis TopoI
1 | CC(=O)N1CC2(C)CN(C(C)=O)CC(C)(C1)C2=O | . | 4 | i | 0 | 28 | 0.3 | -12 | -2 | . | -4
2 | CC(C)c1nc(=S)c2ccccc2[nH]1 | 2 | -1 | 1.5 | 1 | 7 | 1.2 | -10 | 3 | . | 7
3 | CC(=O)Nc1ccc(NC(=O)CSc2nnc(NC(=O)Cc3ccc(F)cc3)s2)cc1 | -2 | -4 | 0.4 | -2 | -29 | -0.5 | 0 | -14 | 0.3 | 6
4 | CCOC(=O)c1cccc(C2=CC(=O)C[C@H](c3ccc(OC)c(OC)c3)C2)c1 | . | -6 | i | -8 | . | 3.0 | 0 | 4 | 1.6 | 15
5 | CCOc1ccc(C2CC(c3ccc(OC)c(OC)c3)n3nc(N)nc3N2)cc1 (stereo not drawn) | 1 | -1 | -1.4 | -6 | -14 | -0.9 | 2 | -8 | 1.1 | 5
6 | O=C(CCCN1C(=O)CSc2ncccc21)N1CCN(Cc2ccccc2)CC1 | 0 | -2 | -0.7 | -1 | 28 | -0.9 | -9 | 3 | 0.4 | -6
7 | CC(C)Oc1ccc(Cc2cnc(N)nc2N)cc1 | -8 | 7 | -0.2 | 2 | 6 | 0.0 | -1 | -1 | . | 6
8 | OC(c1ccc(Cl)c(Cl)c1)c1ncc(-c2cccc(F)c2)[nH]1 (stereo not drawn) | . | . | i | 2 | . | . | . | . | 0.5 | -10
9 | CN1CCN(c2nc(-c3ccco3)cc(C(F)(F)F)n2)CC1 | 2 | 1 | -0.2 | -2 | 6 | -0.6 | 0 | 5 | 0.6 | 0
10 | COc1ccccc1CCC(=O)Nc1ccc2c(c1)c(=O)n(C)n2Cc1ccc(F)cc1 | . | . | -0.1 | 0 | . | . | . | . | 0.6 | -2
11 | CN1CCC(CO)(Cc2ccccc2)CC1 | -2 | 1 | -0.5 | -7 | 39 | -0.7 | -19 | 1 | -1.1 | 0
12 | Cc1ccc(C)c(NC(=O)COC(=O)CC2CC3CCC2C3)c1 (stereo not drawn) | . | 0 | -0.1 | -8 | . | 1.4 | -4 | 3 | 0.5 | 30

In the list so far, three contain a carbonyl joined to an NH by a bond outside any ring.
nr | SMILES | SARS 3CLpro inh | Rv3671c inh | Vc quorum ag | Anthrax LF prot | VHR inh abs | PfHsp40 yeast | PriA SSB inh | MazF activator | TcdB inh | Y pestis TopoI
3 | CC(=O)Nc1ccc(NC(=O)CSc2nnc(NC(=O)Cc3ccc(F)cc3)s2)cc1 | -2 | -4 | 0.4 | -2 | -29 | -0.5 | 0 | -14 | 0.3 | 6
10 | COc1ccccc1CCC(=O)Nc1ccc2c(c1)c(=O)n(C)n2Cc1ccc(F)cc1 | . | . | -0.1 | 0 | . | . | . | . | 0.6 | -2
12 | Cc1ccc(C)c(NC(=O)COC(=O)CC2CC3CCC2C3)c1 (stereo not drawn) | . | 0 | -0.1 | -8 | . | 1.4 | -4 | 3 | 0.5 | 30

Continuation:
nr | SMILES | SARS 3CLpro inh | Rv3671c inh | Vc quorum ag | Anthrax LF prot | VHR inh abs | PfHsp40 yeast | PriA SSB inh | MazF activator | TcdB inh | Y pestis TopoI
13 | CCCNC(=O)[C@@H]1CCCN1C(=O)[C@@H]1Cc2ccccc2CN1 | -7 | 4 | i | 6 | . | 0.5 | -4 | 5 | -0.7 | 2
14 | CC1(C)Cc2c(cnn2-c2cccc(F)c2)C(NC(=O)Cn2cccn2)C1 (stereo not drawn) | -4 | . | 3.6 | 1 | 13 | 0.1 | -3 | -7 | 0.5 | 2
15 | O=C(CSc1nnc(-c2cccnc2)o1)Nc1nccs1 | . | -1 | i | -1 | . | 0.7 | 19 | 7 | 0.6 | 4
16 | Cc1c(C#N)c2ccccc2n1CC(=O)NCc1ccccc1 | 0 | 4 | 0.6 | 1 | 27 | -1.3 | -11 | -22 | . | -6
17 | CCCCC(C)Sc1nc2c([nH]1)c(=S)n(C)c(=O)n2C (stereo not drawn) | . | . | 1.3 | -7 | . | -0.9 | 8 | 5 | 0.5 | 23
18 | O=C(CC1NC2CCCCC2NC1=O)Nc1cccc(C(F)(F)F)c1 (stereo not drawn) | 2 | -5 | i | -8 | 0 | -1.5 | -3 | 10 | . | 0
19 | Cc1cc(OC(=O)c2c(C)cc(O)cc2O)cc(O)c1C(=O)O | . | -1 | -0.7 | 1 | . | 0.6 | 4 | 0 | 1.3 | -12
20 | Cc1c(NC(=O)c2cc(-c3ccccc3)on2)c(=O)n(-c2ccccc2)n1C | 3 | 8 | -8.3 | -2 | 26 | 0.0 | -4 | 6 | -0.4 | -1
21 | O=C1c2ccccc2C(=O)c2cc(NC(=O)C3CC3)ccc21 | 5 | -17 | -0.3 | 2 | 16 | 0.6 | -1 | 16 | 0.7 | -20
22 | Nc1cccc(Oc2ccc3c(c2)C(=O)NC3=O)c1 | -3 | 0 | 0.3 | 1 | 6 | 0.3 | -3 | 6 | 1.0 | -5
23 | Cc1ccc(S(=O)(=O)NC(C(=O)OCC(=O)NC2CCS(=O)(=O)C2)C(C)C)cc1 (stereo not drawn) | 0 | -4 | -0.3 | -6 | -2 | 0.3 | -7 | -2 | . | -7
24 | Cc1c(-c2ccc(F)cc2)nc(N)c(C#N)c1-c1ccco1 | 1 | 1 | . | 2 | 8 | -0.1 | 11 | 13 | . | -5
25 | CCCCNC(=O)NNC(=O)c1ccc(F)cc1 | -1 | 9 | 0.1 | -3 | -5 | -0.9 | -2 | 5 | . | 3
26 | COc1ccc(C2N(c3ccc(C)cc3)CCN2c2ccc(C)cc2)cc1O | 4 | 0 | i | 1 | 29 | -1.0 | 11 | 5 | -3.9 | 4
27 | CCOC(=O)C1CCN(C(=O)c2oc3ccc(S(=O)(=O)N4CCCCCC4)cc3c2C)CC1 | 1 | -11 | i | -2 | 15 | 3.5 | -4 | -5 | . | 15
28 | O=C(OC(c1ccccc1)c1nccc2ccccc12)c1cc([N+](=O)[O-])cc([N+](=O)[O-])c1 (stereo not drawn) | -3 | 7 | -0.7 | 0 | 15 | 0.9 | 52* | 8 | . | 4
29 | CC(/C=N/NC(=O)Cc1cccn1C)=C\c1ccccc1 | -11 | 5 | -0.2 | 1 | -12 | -0.1 | . | -7 | . | 11
30 | O=C(O)CN1C(=O)/C(=C\c2cccc(OC(=O)c3ccco3)c2)SC1=S | 9 | 5 | -0.5 | 1 | 6 | 1.2 | -7 | 9 | 1.1 | 12
31 | CCC(C)n1c(O)c(/C=N/NC(=O)c2ccncc2)c(=O)[nH]c1=S (stereo not drawn) | 7 | 10 | 3.4 | 0 | -10 | -0.5 | . | 4 | -3.1 | 6
32 | CCCC[n+]1c(C)sc2ccc(C)cc21 | 1 | -5 | i | 2 | 18 | 0.5 | -16 | -16 | -0.1 | -1
33 | O=C1CSC(=S)N1/N=C/c1cccc(C(F)(F)F)c1 | -3 | -24 | i | -2 | 12 | -1.3 | . | 9 | 0.5 | -11
34 | COc1ccc(NC(=O)c2cccc3c(-c4ccc(O)c(OC)c4)coc23)cc1 | . | . | 0.1 | -9 | . | . | . | . | -1.1 | -5
35 | CCOc1ccccc1NC(=O)CNC(=O)CNC(=O)Cc1ccccc1 | -4 | 3 | -0.8 | -1 | -2 | -0.6 | -13 | 0 | 1.4 | -2
36 | O=C(COc1ccc(S(=O)(=O)NCc2ccccc2)cc1)N1CCOCC1 | -3 | -3 | -4.8 | -3 | -9 | -0.1 | -9 | 4 | -1.7 | -4
37 | Cc1cc(=O)oc2cc(OCC(=O)N3CCN(Cc4ccccc4)CC3)ccc12 | . | 2 | i | 0 | . | -1.1 | -16 | 6 | -0.9 | 28
38 | O=C(CSc1nc2ccccc2o1)N1CCN(c2ccccc2)CC1 | -5 | 4 | -1.9 | -1 | -17 | 0.5 | 6&-8 | 8 | . | 5
39 | COc1cccc(-c2nnc(SCC(=O)Nc3ccc(OC)c(OC)c3)n2N)c1 | -5 | 7 | -5.3 | -1 | 8 | -0.2 | 4 | 3 | . | -2
40 | CCOC(=O)CSc1nc2cc(S(=O)(=O)N3CCOCC3)ccc2n1CC | . | -2 | i | 0 | . | 0.3 | -3 | 5 | 1.8 | 2
41 | CCc1cc2c(=O)c(Oc3ccccc3)c(C)oc2cc1O | 1 | 7 | -0.6 | -4 | 14 | -0.9 | -16 | 3 | . | 0
42 | COc1ccc(N=Cc2nc(-c3ccco3)oc2O)cc1 | -7 | 4 | 3.4 | -2 | 4 | 2.2 | -3 | 3 | . | -12
43 | COc1cnc(-c2cccc(C(F)(F)F)c2)c(NC(=O)c2cc3ccccc3s2)n1 | . | . | i | -7 | . | . | . | . | -0.3 | -16
44 | COc1ccc(C(=O)OCc2ccc(C)cc2)cc1S(=O)(=O)N1CCOCC1 | . | 5 | i | 2 | . | 1.8 | -5 | 0 | 1.4 | 27
45 | NC(=O)C1CCN(C(=O)/C=C/c2ccco2)CC1 | 3 | 5 | 0.0 | -1 | 5 | 0.1 | -10 | 7 | . | -1
46 | Cc1cccc(N2CCN(C(=O)c3ccc4ncsc4c3)CC2)c1C | -7 | . | i | -7 | 15 | -0.1 | -3 | 2 | . | 11
47 | Cc1c(Cl)cccc1NC(=S)NCCc1ccc(C(F)(F)F)cc1 | -3 | -5 | 0.5 | -4 | 0 | ? | 1 | 1 | 0.6 | 9
48 | O=C(O)Cn1c(=O)c2c3c(sc2n(Cc2ccc(Cl)cc2Cl)c1=O)CCCC3 | 9 | . | -0.5 | -4 | 28 | 7.0 | -2 | -4 | -0.7 | 22
49 | O=C([O-])c1ccccc1-[n+]1c(-c2ccccc2)cc(-c2ccccc2)cc1-c1ccccc1 | . | 5 | -0.9 | 2 | . | 1.3 | . | 17 | 1.0 | 14
50 | O=[N+]([O-])c1ccc(Cl)cc1N/N=C/c1ccncc1 | -4 | -2 | i | -4 | 1 | 0.0 | . | 19 | 0.8 | 5
51 | Cc1ccc2c(c1)N(CCCC(=O)NCc1cccnc1)C(=O)CO2 | -4 | 6 | 2.1 | -4 | 0 | -0.6 | -12 | 3 | 1.1 | 3
52 | COC(=O)N1CCc2c(sc(NC(=O)C3=COCCO3)c2C#N)C1 | . | 2 | -0.8 | 1 | . | 1.0 | 2 | -2 | 0.6 | 10
53 | Cc1cccc(C)c1NC(=O)CNC(=O)c1ccc2c(c1)NC(=O)CS2 | . | -1 | . | -6 | . | -1.0 | 3 | -1 | 1.0 | -7
54 | O=C(CCCNC(=O)c1ccc(Cl)cc1)Nc1cccc(S(=O)(=O)N2CCCCC2)c1 | . | -15 | i | ? | . | 0.1 | -11 | 5 | 1.7 | 20
55 | NS(=O)(=O)c1ccc(CCNCC#Cc2ccccc2)cc1 | 4 | -1 | -0.3 | 0 | 15 | 0.0 | -2 | -8 | 0.9 | 1
56 | COc1ccc(N2CCN(Cc3nc4ccccc4n3C)CC2)cc1 | 1 | 2 | -0.3 | -1 | -2 | 0.9 | 20 | -3 | . | 2
57 | CC(C)Cn1c(=O)c(C(=O)N/N=C/c2cccc(F)c2)c(O)c2ccccc21 | -6 | -9 | -0.6 | -2 | 5 | -0.9 | . | -9 | 1.6 | -5
58 | N#Cc1cc2c(nc1SCC(=O)Nc1cc(Cl)ccc1Cl)C1CCN2CC1 | 2 | -4 | -3.6 | 2 | 9 | 1.4 | -21 | 9 | . | 34
59 | COC(=O)C1=C(c2ccc(S(C)(=O)=O)cc2)C[C@@H]2CC[C@H]1N2C(=O)N1CCOCC1 | . | -5 | -9.1 | 0 | . | -1.3 | -10 | -1 | 1.6 | -2
60 | COc1cc(OC)c(N(C)S(=O)(=O)c2cccc(C(=O)Nc3nc(C)cs3)c2)cc1Cl | . | -29 | -7.1 | -5 | . | 0.0 | 2 | -2 | 2.4 | -13

Assay outcomes from PubChem.
